Screening data (PubChem)
SENP1 FRET inh: blocks the human SENP1 SUMO protease catalytic domain. recombinant SENP1 catalytic domain, CyPet-SUMO1-YPet FRET cleavage. inhibition, % at 10 µM. AID 624204. actives 0.21% (n = 360,000);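 active = inhibition at least 30% at 10 µM, raw YFP signal under a set limit, fluorescence ratio 0.5 to 1.5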;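 also: 0% = enzyme with DMSO and 100% = no enzyme wells; some results filed as inactive read as strong as hits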
Target sequence (Q9P0U3 419-644 limits assumed): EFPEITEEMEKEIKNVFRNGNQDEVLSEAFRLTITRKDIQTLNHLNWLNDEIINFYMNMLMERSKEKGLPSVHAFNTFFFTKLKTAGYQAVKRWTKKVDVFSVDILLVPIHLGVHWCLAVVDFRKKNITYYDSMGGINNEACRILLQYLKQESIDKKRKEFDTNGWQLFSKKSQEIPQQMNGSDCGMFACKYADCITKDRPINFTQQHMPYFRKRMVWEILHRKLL
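Assay system: hSENP1 catalytic domain, recombinant. Amount: SENP1 enzyme, 20 pM final. Schedule: 50 min reaction, RT, dark. Technique: FRET, CFP and YFP emission. Control set: no-enzyme wells low, DMSO-plus-enzyme wells high control.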
Active calls of the source: *. A portion of the library; the hit share may differ from the screen's.

Molecule	SENP1 FRET inh
O=C(NC(=S)Nc1c(Cl)cc(Cl)cc1Cl)c1ccccc1	2.2
O=C(Nc1ccccc1)c1cc(C2CCCCN2C(=O)c2ccc3c(c2)CCO3)on1 (stereo not given)	1.9
COc1ccc2oc(=O)c(C(=O)Nc3ccccc3-c3ccccc3)cc2c1	-5.6
COC(=O)C1(C(=O)OC)C[C@H](c2cccs2)N(Cc2ccccc2OC)[C@@H]1c1ccc(F)cc1	-0.8
O=C(Oc1cccc2ccccc12)c1ccccc1	0.9
Cc1nc2c(C)cccn2c1/C(O)=C1\C(=O)C(=O)N(CCN(C)C)C1c1cccs1 (stereo not given)	2.7
CCCNC(=O)c1cc(S(=O)(=O)N2CCC3(CC2)OCCO3)ccc1F	0.5
C/C=C/c1cnc2c(c1)C(=O)N([C@H](C)CO)C[C@H](C)[C@@H](CN(C)C(=O)CN1CCOCC1)O2	-1.1
O=C1C(Sc2cccc(F)c2)=C[C@@]2(O)CC[C@@H](O)[C@]1(Sc1cccc(F)c1)[C@H]2O	-4.5
COc1ccc(C(=O)Nc2ccccc2C(=O)NC2CC2)c(OC)c1OC	0.9
Cc1cc(=O)oc2c3c(cc(OCC(=O)NC(C)C)c12)OC(C)(C)CC3	1.1
O=C(COC(=O)c1cccc(S(=O)(=O)N2CCCC2)c1)c1ccc(F)cc1	0.9
CCN(CC)CC1CN(N=Cc2ccc([N+](=O)[O-])o2)C(=O)O1 (stereo not given)	-4.4
Cn1c(=O)c2[nH]c(NN=Cc3ccc(Br)cc3)nc2n(C)c1=O	-10.8
C[C@H](CO)N1C[C@H](C)[C@@H](CN(C)C(=O)CCC(F)(F)F)OCc2cnnn2CCCC1=O	-1.8
COc1cccc(-c2cnc(C(O)c3ccc(F)cc3C)[nH]2)c1 (stereo not given)	-0.1
N#CCSc1ccccc1NC(=O)CN1C(=O)NC(CCc2ccccc2)C1=O (stereo not given)	19.3
Cc1ccc(S(=O)(=O)N(C)C[C@H]2OCc3cnnn3CCCC(=O)N([C@H](C)CO)C[C@H]2C)cc1	2.6
C#CCn1c(=NC(=O)c2sc3ccccc3c2Cl)sc2cc(S(N)(=O)=O)ccc21	-3.2
Cc1[nH]c2ccccc2c1C(=O)c1cc(Cc2ccccc2)sc1N	-3.9
Cc1ccc([C@H]2C[C@@H](O)[C@H](n3cc(C4CC4)nn3)CN2C(=O)C2CCCCC2)cc1	0.7
O=C1c2ccccc2C(=O)N1CCc1c(-c2[nH]c3ccccc3c2CCN2C(=O)c3ccccc3C2=O)[nH]c2ccccc12	1.6
Cc1ccc(S(=O)(=O)N2C[C@H]3[C@H]4C(=O)N(C)C(=O)[C@H]4CC(=O)[C@H]3[C@@H]2c2ccccc2Cl)cc1	-7.1
O=C(NCc1ccccc1F)c1ccc(S(=O)(=O)N2CCCC2)cc1	3.0
COc1ccc(C=CC(=O)c2ccc(OC)c(OC)c2O)cc1OC	0.7

Arranged by SMILES length (lowest first): three of the compounds above
Molecule	SENP1 FRET inh
O=C(Oc1cccc2ccccc12)c1ccccc1	0.9
CCN(CC)CC1CN(N=Cc2ccc([N+](=O)[O-])o2)C(=O)O1 (stereo not given)	-4.4
Cc1cc(=O)oc2c3c(cc(OCC(=O)NC(C)C)c12)OC(C)(C)CC3	1.1

In the list so far, four contain an NH in an aromatic ring.
Molecule	SENP1 FRET inh
Cn1c(=O)c2[nH]c(NN=Cc3ccc(Br)cc3)nc2n(C)c1=O	-10.8
COc1cccc(-c2cnc(C(O)c3ccc(F)cc3C)[nH]2)c1 (stereo not given)	-0.1
Cc1[nH]c2ccccc2c1C(=O)c1cc(Cc2ccccc2)sc1N	-3.9
O=C1c2ccccc2C(=O)N1CCc1c(-c2[nH]c3ccccc3c2CCN2C(=O)c3ccccc3C2=O)[nH]c2ccccc12	1.6

(listing goes on)
Molecule	SENP1 FRET inh
CCSC(=O)N1c2ccc(OC)cc2C=CC1C#N (stereo not given)	-58.5
COCCNC(=O)C1(C)CCCN(C(=O)c2ccc(C)c(F)c2)C1 (stereo not given)	0.8
O=[N+]([O-])c1ccc(NN=Cc2ccc(O)cc2)nc1	-35.2
Cc1cc(C)n2c(NC3CCCC3)c(-c3cc4ccccc4o3)nc2n1	-19.7
CCCCC1CC2=C(C(=O)OC(C)(C)O2)C(c2ccc3ccccc3c2)O1 (stereo not given)	0.7
COC(=O)C(C(=O)OC)c1cc2c(cc1CNS(=O)(=O)c1ccc(C)cc1)OCO2	-5.2
CN1CCN(c2ccc(CNC(=O)c3ccc(-c4ccc(F)c(F)c4)c4ccoc34)cc2)CC1	0.6
O=C(CSc1ccc([N+](=O)[O-])cc1)c1ccccc1	1.8
CC(C)Cn1c(N)c(C(=O)CSc2ncn[nH]2)c(=O)n(C)c1=O	-0.8
N#Cc1ccc(C(=O)N2CCCC(c3cc(C(=O)NCc4cccnc4)no3)C2)cc1 (stereo not given)	1.6
CCOCCCN(C(=O)Cn1nnc2ccccc21)C(C(=O)NCc1ccco1)c1ccncc1 (stereo not given)	-8.0
COC(=O)c1sc(C(F)(F)F)c(-c2ccccc2)c1S(=O)(=O)N1CCOCC1	-0.9
COc1ccc(Cn2nnnc2C(c2ccccc2)N2CCN(C3CCCC3)CC2)cc1 (stereo not given)	1.1
Cc1cn(CC(=O)N(C)Cc2ccco2)c(=O)[nH]c1=O	0.4
CC(=NCc1ccccc1)c1ccccc1O	1.9
FC(F)(F)c1ccccc1NC(=S)N/N=C1\CC2CC=CC12 (stereo not given)	1.4
COc1cccc(C(C)(O)c2nc(-c3ccoc3)cs2)c1 (stereo not given)	-5.8
CC(C)(C)c1ccc(S(=O)(=O)NC(=O)C2(C)CCN2C(=O)C2CCCCC2)cc1 (stereo not given)	-1.9
COc1cccc(-c2cc(NC=O)c3ncc(-c4ccc(C(C)=O)cc4)n3c2)c1	-10.5
CC(C)(C)c1ccc(-n2ncc3c2CCCC3NC(=O)c2ccco2)cc1 (stereo not given)	-1.6
C#CCN(C[C@@H]1[C@@H](OC(=O)NCC2CCCCC2)[C@@H](OC(=O)NCC2CCCCC2)Cn2c(=O)n(CCCCCC)c(=O)n21)S(=O)(=O)c1ccc(C)cc1	1.9
COCCNc1nc(-c2ccc(Cl)cc2C)c2sccc2n1	-4.0
COC(=O)c1ccc2nc(-c3ccc(OC)c(OC)c3)c(Cc3cccc(F)c3)n2c1	-12.5
O=C(Nc1ccc(Cl)cc1)Nc1nnc(-c2ccncc2)s1	-150.7
CC1(C)CN(CCc2ccccc2)C(=O)[C@H]1CC(=O)Nc1ccccc1	2.4

Continuation:
SMILES	SENP1 FRET inh
CCCCC[C@H](C)N1C[C@@H](COCc2ccccc2)Oc2cc(N3CC[C@H](O)C3)ccc2S1(=O)=O	4.1
CCc1c(-c2cccc(OC)c2)ncn1Cc1cccc(-c2ccccc2)c1	3.0
COc1ccccc1N(C)S(=O)(=O)c1ccc(Cl)c(C(=O)Nc2ccccc2N2CCOCC2)c1	0.1
N#Cc1ccc(-c2nc3ccc(Br)cn3c2Cc2ccccc2C(F)(F)F)cc1	45.4*
COc1cccc(C(NC(=O)C2CCN(CCCOc3ccccc3)CC2)c2ccccn2)c1 (stereo not given)	-1.0
CCCn1nc(Oc2nc(NCC)nc(NCC)n2)ccc1=O	1.1
CCOC(=O)[C@]12Cc3c(cc(OC)c(OC)c3OC)[C@H]1N(Cc1ccccc1)C(=O)c1cc(OC)ccc12	-1.6
CCOC(=O)C1(C)C(=O)CC2c3nc4ccccc4cc3CN2C1=O (stereo not given)	9.0
CCOC(=O)C1=CCN(S(=O)(=O)c2ccccc2[N+](=O)[O-])C1c1ccc(C)cc1 (stereo not given)	0.5
CC(=O)Cn1cnc2c(cnn2-c2ccc(F)cc2)c1=O	-0.3
CCc1nc2ccc(C(=O)Nc3cccc(OCC(=O)N(C)C)c3)cn2c1N(C)Cc1ccc(OC)cc1	-16.0
Cc1cccc(C)c1Cn1c(C)c(C(=O)NCc2cccc(Cl)c2)sc1=O	-4.4
CCCS(=O)(=O)NC(=O)C1(C)CCN(C(=O)COCc2ccccc2)C1 (stereo not given)	2.2
OCCOC1CCCc2oc(-c3ccccc3)c(C#CC3(O)CCCCC3)c21 (stereo not given)	1.8
C[C@@H]1CN([C@H](C)CO)C(=O)CCCn2nncc2CO[C@@H]1CN(C)C(=O)Nc1ccc2c(c1)OCO2	-0.7
C[C@H]1CN([C@@H](C)CO)C(=O)CCCn2nncc2CO[C@H]1CN(C)S(=O)(=O)c1cccc(C#N)c1	0.5
Clc1ccc(-n2cnc3c(Cl)ncnc32)cc1Cl	-7.8
C[C@H](CO)N1C[C@H](C)[C@@H](CN(C)C(=O)Oc2ccccc2)OCc2cn(nn2)CCCC1=O	1.4
CCCCCCCCN1C(=O)[C@H](CC(=O)NCCCOC)C[C@@]2(C(=O)OCC)CCCC=C12	4.2
O=C(NNC(=O)c1cccc(S(=O)(=O)Nc2ccccc2F)c1)c1ccncc1	3.0
CC(C)c1ccc(C(=O)N2CCCC(c3cc(C(=O)NCc4ccccc4)no3)C2)cc1 (stereo not given)	1.3
O=C1NC[C@H](Cc2ccc(O)cc2)N(C[C@@H]2CCCN2C[C@H](Cc2ccccc2)N2C[C@H](Cc3ccc(O)cc3)N(CC3CCCCC3)C(=O)C2=O)C1=O	2.8
CC(=O)C[C@@H]1OC[C@H](CO)N1S(=O)(=O)c1ccc(C)cc1	0.7
COc1cccc(NC(=O)CN(C)C(=O)c2cc(Cl)nc3ccccc23)c1	4.2
O=C(O)c1cc2cc(Cl)ccc2[nH]1	1.1
CN(Cc1cnn(-c2ccccc2)c1)C(=O)c1cccc(S(=O)(=O)Nc2ccccc2F)c1	0.7
CC(=O)c1ccc(N2CCN(S(=O)(=O)c3ccc4c(c3)CCC(=O)N4)CC2)cc1	-1.9
O=C(CN1C(=O)NC2(CCc3ccccc32)C1=O)Nc1ccc(Cl)cc1F (stereo not given)	-2.0
Nc1[nH]c(C(=O)c2ccccc2)c(-c2ccccc2C(F)(F)F)c1C(=O)NCc1ccc(F)cc1	1.1
N#CCCSC(=S)C1CCCC1=N (stereo not given)	-0.8

2 records drawn at random from the list so far, as already listed:
SMILES	SENP1 FRET inh
CC(=O)C[C@@H]1OC[C@H](CO)N1S(=O)(=O)c1ccc(C)cc1	0.7
Nc1[nH]c(C(=O)c2ccccc2)c(-c2ccccc2C(F)(F)F)c1C(=O)NCc1ccc(F)cc1	1.1

The listing continues.
SMILES	SENP1 FRET inh
Cc1ccsc1C(=O)N1CCC1(C)C(=O)NS(=O)(=O)c1ccccc1C(F)(F)F (stereo not given)	-2.0
Cc1cccc(C)c1NC(=O)c1ccc2sc([C@@H]3O[C@H](CO)[C@H](O)[C@H](O)[C@H]3O)nc2c1	2.1
COc1ccc(-c2ccc(C(=O)Nc3cccc(Oc4ccccc4)c3)c3occc23)c(C)c1	-0.9
COc1cc(C(=O)NCCNC(=O)c2ccco2)cc(OC)c1OC	-34.8
O=[N+]([O-])c1ccc(NN=C(Oc2ccccc2)c2ccc([N+](=O)[O-])cc2)cc1	-34.6
Cc1ccc(CNc2nc(NCc3ccccc3)nc3ccsc23)c(C)c1	-1.0
Cc1nc2c(=O)[nH]n(C)c2nc1C	1.4
CC(C)C[C@H]1CNC(=S)N1CC1CCCN1C[C@H](Cc1ccccc1)N1C[C@H](Cc2ccc(O)cc2)N(CC2CCCCCC2)C1=S (stereo not given in full)	2.2
Fc1ccc(-c2nnc(CN3CCC(c4nc5ccccc5s4)CC3)o2)cc1	-1.6
CC(O)CNc1nc(N)[nH]c(=O)c1N=Nc1ccccc1 (stereo not given)	-5.9
Cn1nnc(NC(=S)NC(=O)c2ccc3ccccc3c2)n1	0.4
COc1cccc(CNC(=O)COC(=O)c2ccc(N3CCCC3=O)cc2)c1	2.5
CN1CCC(N2CCN(C3CN(C4CCCCC4)S(=O)(=O)C3)CC2)CC1 (stereo not given)	0.3
CC(C)C(=O)N1CCC1(C)C(=O)Nc1cc(-c2ccccc2)nn1C (stereo not given)	4.0
Cc1ccc(S(=O)(=O)N2CCOCC2)cc1NC(=O)CSc1nnc(COc2ccccc2F)n1N	0.7
CCCC1NC(=O)c2cccnc2-n2c1nc1ccc(Br)cc1c2=O (stereo not given)	-0.7
O=c1ccn([C@@H]2O[C@H](CNCc3c(OCc4ccccc4F)ccc4ccccc34)[C@@H](O)[C@H]2O)c(=O)[nH]1	1.9
OCC[C@@H]1C[C@H](O)[C@@H](O)[C@@]2(OCCCc3cc(Cl)ccc32)O1	-0.1
O=C1C2C3C=CC(C3)C2S(=O)(=O)C2C3C=CC(C3)C12 (stereo not given)	-1.7
CN(C)c1ccc(CC(=O)N2CCCCC2c2cc(C(=O)Nc3cccc4c3CCCC4)no2)cc1 (stereo not given)	0.6
COc1ccc2[nH]cc(CCNC(=O)/C=C/[C@H]3O[C@@H](n4cnc5c(NC(=O)c6ccccc6)ncnc54)[C@H](O)[C@@H]3O)c2c1	-8.7
COc1ccc(CN2C(=O)CCC2(C)c2nnnn2-c2c(C)cccc2C)cc1 (stereo not given)	2.0
O=C(Nc1ccccc1Cl)c1cc(S(=O)(=O)N2CCC3(CC2)OCCO3)ccc1F	3.9
COc1ccc(CC(=O)OCC(=O)N2c3ccccc3CC2C)cc1OC (stereo not given)	1.0
OCC[C@H]1NCc2cc(CO)cc(-c3ccccc3)c21	-0.2
CCN(CC)c1ncnc2c1ncn2[C@H]1CN(Cc2cc(OC)c(OC)c(OC)c2)C[C@@H](CO)O1	-0.6
Cc1[nH]n(-c2ccc(C(=O)O)cc2)c(=O)c1CCO	2.0
c1ccc(CN2CCC3CC2c2c3cccc2N2CCOCC2)cc1 (stereo not given)	-2.4
COc1cc(NC(=O)Nc2nc(C(N)C3CCCCC3)cs2)cc(OC)c1OC (stereo not given)	1.0
C[C@@H]1CN([C@H](C)CO)C(=O)CCCn2cc(nn2)CO[C@H]1CN(C)S(=O)(=O)c1ccc(-c2ccccc2)cc1	2.2
CCc1nc2ccc(C(=O)N3CCN(C(=O)c4ccco4)CC3)cn2c1N(CC)Cc1cccc(Br)c1	0.3
O=C(CN1CCN(C(=O)c2ccco2)CC1)Nc1c2c(nc3c1CCC3)CCCC2	2.7
